# RXFP1 ag = agonists of human relaxin receptor RXFP1. hit rate 0.3% among 370,000. Potency, µM (series often up to 57.5 µM), for the others: top-dose activation, hits mostly activators. HEK293T-RXFP1 cAMP TR-FRET, 30 min; response scale: percent of porcine relaxin response, buffer zero. Q9HBX9. AID 2676; further: potency means the concentration at half of the fitted maximal effect; on the % scale 0 is the no-effect control and ±100 the full control effect; nearly all actives have a fitted effect of over 60% in size; many of its hits are not listed in these tables
#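 HEK293T cells stably expressing RXFP1 were pretreated with the PDE4 inhibitor Ro 20174, exposed to compounds for 30 min at 37C, lysed, and cAMP was read by TR-FRET. Data normalized to buffer (basal) and 29 nM porcine relaxin (100%).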
# TrxR1 substrate = is turned over as a substrate by rat TrxR1; purified TrxR1 substrate turnover, NADPH consumption readout; Potency, µM (top dose mostly 114 µM), inactives show at the highest dose activity change, negative = substrate turnover; hit rate 0.01% among 390,000; O89049; further: potency means the concentration at half of the fitted maximal effect; on the % scale 0 is the no-effect control and ±100 the full control effect; nearly all actives have a fitted effect of over 50% in size
#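 Rat TrxR1, dispensed at 90 nM, was prereduced with 400 uM NADPH (final) for 5 min at ~22 deg C, then incubated with compound 15 min before 400 uM selenite. A first-read NADPH fluorescence drop versus no-compound background flagged substrates.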
# mIDH1 inhibitor = inhibitors of human mutant IDH1 R132H; O75874; IDH1-R132H enzyme, NADPH consumption, diaphorase/resazurin fluorescence; Potency, µM (titrated, usually from 76.6 µM), inactives show top-dose activity change, negative = inhibition, actives largely listed as inhibitors; hit rate 0.093% among 390,000; AID 602179; further: potency means the concentration at half of the fitted maximal effect; on the % scale 0 is the no-effect control and ±100 the full control effect; nearly all actives have a fitted effect of over 65% in size
#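 IDH1-R132H (0.5 ug/mL) preincubated 30 min with compound, then NADPH (0.016 mM) and alpha-KG (2 mM) added; 80 min at RT, pH 7.5. Remaining NADPH coupled via diaphorase/resazurin to fluorescence (540/590 nm); concentration-response curves normalized to no-enzyme control.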
# PI4K2A inh = PI4K2A (human) kinase inhibition | purified PI4K2A, ADP-Glo luminescence, 1 h; stronger effect = lower value | activity change, negative = inhibition, % at 76.9 µM | hit rate 0.13% among 420,000; in the data active means activity change below about -50%; inconclusive means mostly about -30% to -49%;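 further: -100% = wells without enzyme as full effect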
# Target sequence (Q9BTU6 whole entry, looked up): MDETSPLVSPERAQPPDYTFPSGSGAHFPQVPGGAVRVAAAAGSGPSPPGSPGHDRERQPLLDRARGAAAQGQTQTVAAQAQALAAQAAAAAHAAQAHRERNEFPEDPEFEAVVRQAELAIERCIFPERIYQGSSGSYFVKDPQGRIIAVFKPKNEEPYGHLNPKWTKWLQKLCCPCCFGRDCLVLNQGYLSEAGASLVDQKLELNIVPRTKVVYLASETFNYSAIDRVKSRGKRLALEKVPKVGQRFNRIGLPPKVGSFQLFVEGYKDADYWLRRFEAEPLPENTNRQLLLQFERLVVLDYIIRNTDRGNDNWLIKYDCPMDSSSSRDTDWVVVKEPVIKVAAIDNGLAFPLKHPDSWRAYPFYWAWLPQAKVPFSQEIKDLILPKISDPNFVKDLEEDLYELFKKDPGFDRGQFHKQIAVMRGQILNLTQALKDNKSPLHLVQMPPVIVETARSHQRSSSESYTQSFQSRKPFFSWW
#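 In this quantitative HTS, ADP production by PI4K2A was quantified luminescently after 1 h at ambient temperature; 100 microM adenosine served as plate-quality control.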
# Vif-A3G inh = Vif-A3G binding inhibition | HeLa A3G-eYFP + Vif (tagged APOBEC3G with the HIV-1 protein that degrades it), YFP fluorescence, overnight | Potency, µM (series often up to 46.1 µM), inactives show at the highest dose activity, negative = active, usual class: inhibitors | hit rate 0.076% among 410,000;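 further: potency means the concentration at half of the fitted maximal effect; on the % scale 0 is the no-effect control and ±100 the full control effect; nearly all actives have a fitted effect of over 60% in size; hits raise eYFP signal because A3G escapes Vif-driven loss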
# Target sequence (Q9HC16 whole entry, looked up): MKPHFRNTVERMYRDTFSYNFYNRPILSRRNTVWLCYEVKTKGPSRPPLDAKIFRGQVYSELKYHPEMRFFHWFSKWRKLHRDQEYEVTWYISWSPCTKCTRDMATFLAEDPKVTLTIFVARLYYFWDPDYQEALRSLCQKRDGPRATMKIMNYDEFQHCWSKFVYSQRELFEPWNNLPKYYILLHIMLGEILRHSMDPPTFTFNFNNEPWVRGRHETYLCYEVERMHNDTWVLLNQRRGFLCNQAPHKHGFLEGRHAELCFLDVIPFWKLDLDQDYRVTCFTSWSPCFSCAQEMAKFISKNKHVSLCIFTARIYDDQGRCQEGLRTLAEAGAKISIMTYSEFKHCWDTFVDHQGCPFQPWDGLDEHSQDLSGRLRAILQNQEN
#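 Read-out is eYFP fluorescence (Ex 488/Em 500-530) from Vif-expressing HeLa A3G-eYFP cells; more signal means A3G escaped Vif-mediated degradation. Cells plated overnight, compound pinned in, incubated overnight at 37 deg C.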
# Vif-APOBEC3F blk = Vif-A3F binding inhibition; hit rate 0.2% among 390,000; AID 602313; Potency, µM (top dose mostly 46.1 µM), for inactives: top-dose activity, negative = active; HeLa A3F-eYFP + Vif (tagged APOBEC3F with the HIV-1 protein that degrades it), YFP fluorescence increase; further: potency means the concentration at half of the fitted maximal effect; % of control where 0% means no effect; nearly all actives have a fitted effect of over 65% in size
#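 HeLa cells stably expressing A3F-eYFP plus Vif, plated and incubated overnight at 37 deg C, then exposed to compounds overnight at 37 deg C. Blocked degradation read as raised yellow fluorescence (Ex 488/Em 500-530).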
# LDHA block = blocks human lactate dehydrogenase A. P00338. purified LDHA, NADH/diaphorase-resazurin fluorescence; stronger effect = lower value. activity change, % (values are at about 110 or 230 µM). hit rate 0.15% among 480,000; in the data active means activity change below about -30%; inconclusive means mostly about -25% to -30%;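 further: plate controls were DMSO wells for no effect and wells without enzyme for full effect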
#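 LDH5 2 nM; NADH 0.06 mM, pyruvate 0.2 mM; 200 mM Tris pH 7.4, EDTA, Tween-20; 5 min RT. Detection: diaphorase 0.133 mg/mL + resazurin 37 µM, fluorescence ex540/em590 at 0 and 20 min; normalized to enzyme-free and DMSO wells.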
# GRP78 ERSR act = induces the endoplasmic reticulum stress response in human glioma cells | U87-MG GRP78 promoter luciferase reporter, 16 h | Potency, µM, without a hit: at the highest dose activation, usual class: activators | hit rate 0.02% among 420,000 | AID 602332; further: potency means the concentration at half of the fitted maximal effect; series mostly up to about 76 µM; % of control where 0% means no effect; nearly all actives have a fitted effect of over 35% in size
#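 Stably transfected U87-MG human glioma cells carrying a GRP78-based luminescent sensor were seeded at 1000 cells/well, pin-dosed with compounds and incubated 16 h. Luciferase reagent was then added, and end-point luminescence was read after 10 min at room temperature.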
# USP1 inh = inhibitors of human USP1/UAF1 deubiquitinase; Potency, µM (top dose mostly 57.1 µM), inactives show at the highest dose activity change, negative = inhibition, usual class: inhibitors; recombinant USP1/UAF1, Ub-Rhodamine cleavage fluorescence; hit rate 0.23% among 390,000; O94782; further: potency means the concentration at half of the fitted maximal effect; on the % scale 0 is the no-effect control and ±100 the full control effect; nearly all actives have a fitted effect of over 60% in size; inactives centre near -12
#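 USP1/UAF1 complex (1 nM) preincubated 15 min at room temperature with compound, then Ub-Rho substrate (150 nM final) added. Kinetic fluorescence at 480/540 nm over 6 reads at 60 s intervals; 50 mM HEPES pH 7.8, 0.5 mM EDTA, 0.1 mg/ml BSA, 1 mM TCEP, 0.01% Tween-20.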
# Active calls of the source: *; ? = inconclusive; nt = not tested or not shown; [ ] = dose if it differs, or a comment. Unless noted, the call rests on the fitted dose curve; in most records, active means well fitted curve in the direction sought with a large enough effect; inconclusive means small, poorly fitted or top-dose-only effect, or another doubt; inactive means no such curve, though single readings can be large; an effect the other way counts as inactive or inconclusive. Only part of the results is shown; the hit share may differ from the screen's.
SMILES,RXFP1 ag,TrxR1 substrate,mIDH1 inhibitor,PI4K2A inh,Vif-A3G inh,Vif-APOBEC3F blk,LDHA block,GRP78 ERSR act,USP1 inh
CC1=Nc2cc(C(=O)NCc3ccco3)ccc2Sc2ccc(C)cc21,3.4%,-10%,5%,-1,?,-1%,-2,-3%,-20%
CCN1C(=O)[C@H]2[C@@H](c3ccc(OC)cc3)N[C@]3(CCCN(Cc4ccc(Br)cc4)C3=O)[C@H]2C1=O,nt,nt,10%,-7,3%,-2%,-5,-1%,-21%
Cc1ccc2c(c1)N(CC(=O)NCCC1=CCCCC1)C(=O)c1cccnc1O2,-1.0%,-5%,-4%,-2,1%,3%,-2,-1%,-4%
Cc1cc(NC(=O)COc2ccccc2C#N)no1,1.9%,3%,-8%,1,-11%,3%,-9,-2%,-18%
CCCCCn1c(=O)[nH]c2cc(C(=O)NCc3ccccn3)ccc2c1=O,0.3%,6%,7%,-3,0%,7%,-5,-2%,-9%
Cc1cccc(CSc2nc3ccccc3c(=O)n2C)c1,-0.1%,3%,3%,-1,5%,-1%,1,0%,-24%
Cc1cc(C)cc(N2C(=O)CC(Sc3ccccc3C(=O)O)C2=O)c1 (stereo not drawn),5.0%,6%[57.1 µM],3%,0,2%,-6%,-6,-5%,-8%
Cc1ccc(CNC(=O)CN2Cc3ccccc3C2=O)cc1,0.3%,5%,-7%,1,2%,7%,-3,-2%,-10%
Cc1cccc(N2CCN(C(=O)C3CCCN(S(=O)(=O)c4cccc5nsnc45)C3)CC2)c1C (stereo not drawn),4.4%,-12%,-3%,1,2%,-1%,-2,-2%,?
Cc1cc(NC(=O)COC(=O)c2ccccc2[N+](=O)[O-])no1,2.9%,5%,18%,12,1%,-4%,-1,4%,-18%
COc1ccc(CC2(CO)CCN(Cc3cccn3-c3ccccn3)CC2)cc1,3.0%,0%,4%,8,-2%,15%,2,-9%,-16%
CCOC(=O)C1=C(COC(=O)c2ccc(Br)c(S(=O)(=O)N3CCOCC3)c2)NC(=O)NC1C (stereo not drawn),nt,-10%,-14%,1,-8%,3%,-3,-4%,-7%
CCn1nc(NC(=O)C(C)(C)C)c2cc3cccc(C)c3nc21,5.8%,10%,35%[activator],-6,-6%,10%,0,1%,-19%
Cc1ccc(SCc2cn3c(C)cc(C)nc3n2)cc1,3.7%,-9%,-4%,13,1%,17%,-7,6%,-14%
N#Cc1cccc(NC(=O)COC(=O)CCc2nc3ccccc3c(=O)[nH]2)c1,1.0%,8%[57.1 µM],11%,7,0%,-2%,-10,4%,1%
CCOC(=O)C1CCCN(CC(O)COc2cccc(C)c2)C1 (stereo not drawn),-3.4%,5%,5%,-3,1%,3%,-11,-4%,-19%
COc1cc(/C=C2\SC(=S)N(Nc3ncc(C(F)(F)F)cc3Cl)C2=O)ccc1O,-0.5%,-9%,-7%,-6,?,22µM*,1,14%,-23%
O=C(NC(=S)NCc1nc2ccccc2[nH]1)c1ccccc1F,1.1%,-10%,-2%,-2,0%,-6%,0,-3%,-5%
Cc1c(C(=O)OCC(=O)Nc2ccccc2OC(F)F)cccc1[N+](=O)[O-],3.3%,-9%,3%,-2,1%,-3%,1,-5%,-24%
Cc1cc(/C=C2/NC(=O)N(Cc3ccccc3F)C2=O)c(C)n1-c1ccccn1,0.5%,-6%[57.1 µM],5%,0,-6%,-15%,4,9%,-5%
O=C(c1cc(S(=O)(=O)Nc2ccccc2F)c(Cl)cc1Cl)N1CCN(CCO)CC1,-0.2%,-3%,-9%,-6,3%,-7%,0,-4%,-3%
Cc1ccccc1-c1nsc(SCC(=O)NCc2ccc3c(c2)OCO3)n1,4.9%,-2%,3%,0,-2%,-1%,-3,-2%,-25%
N#CCn1c(CCl)nc2ccccc2c1=O,7.6%,10%,9%,-20,1%,-3%,0,-1%,-11%
COc1cc(S(=O)(=O)NC2CCCC2)ccc1-n1cnnn1,-0.5%,1%,14%,2,3%,?,-11,-5%,-7%
CC1(C)SC(=S)N(c2ccccc2)C1/[N+]([O-])=C/c1cccc([N+](=O)[O-])c1 (stereo not drawn),-0.7%,2%[57.1 µM],7%,-3,1%,-4%,-3,-2%,-17%
CC(=O)Nc1ccc(S(=O)(=O)NCCC(=O)NC(C)c2cccs2)cc1 (stereo not drawn),nt,-6%,5%,7,-5%,0%,-3,-3%,-11%
O=S(=O)(c1cccc(Cl)c1)n1c(/C=C/c2ccccc2Cl)nc2ccccc21,16%,104%[activator][57.1 µM],16%,?,4%,-2%,-13,-9%,?
Cc1ccc(N2CCN(C(=O)c3cc(COc4c(C)cccc4C)on3)CC2)c(C)c1,0.0%,0%,1%,3,1%,5%,2,0%,-22%
COc1ccc(/C=N/NS(=O)(=O)c2ccc(F)cc2)cc1COc1cc(F)ccc1[N+](=O)[O-],0.8%,-2%[57.1 µM],8%,-1,-5%,-3%,-1,-3%,-25%
COc1ccc(C2(c3ccc(OC)cc3)NC(=O)N(CC(=O)N(C)C3CCC(C)CC3)C2=O)cc1 (stereo not drawn),1.1%,-8%,-3%,0,1%,-11%,-5,-5%,-19%
O=C(O)c1cc([N+](=O)[O-])ccc1Nc1ccccc1,0.0%,-15%,9%,2,0%,6%,-2,-3%,-19%
C/C(=N\NC(=O)c1cccnc1)c1cc(C)oc1C,3.4%,-18%,0%,3,1%,-12%,0,0%,2%
CC(=NCCN1CCOCC1)C1=C(O)c2ccccc2C1=O,2.0%,-8%,13%,2,1%,2%,2,6%,-7%
COc1ccc(C(=O)OCC(=O)NC2CC2)cc1S(=O)(=O)Nc1ccc(C)cc1,0.7%,-7%,5%,-1,1%,1%,-6,-4%,7%
COc1cc2c(cc1OC)C(COc1ccc(F)cc1)N(C(=O)Cc1ccc(F)cc1)CC2 (stereo not drawn),3.1%,-9%[57.1 µM],-7%,5,-4%,2%,2,-3%,?
COCC(CN1CCN(C2=NS(=O)(=O)c3ccccc32)CC1)OC(=O)c1ccc(OC)cc1 (stereo not drawn),-2.5%,-3%,3%,5,-5%,4%,-1,-2%,-22%
Cn1c(SCc2ccccc2F)nc2ccccc2c1=O,nt,8%,1%,0,1%,6%,5,-6%,-10%
Cc1ccc(S(=O)(=O)N2CCN(C(=O)CSc3nnc(-c4ccco4)o3)CC2)cc1,0.7%,6%,3%,8,1%,-13%,-8,-3%,-12%
COc1cccc(-n2c(SCC(N)=O)nnc2-c2ccco2)c1,0.4%,9%[57.1 µM],7%,-1,4%,0%,-7,-5%,-7%
COc1ccc(NC(=O)CN2C(=O)NC3(CCCC3)C2=O)c(OC)c1,2.4%,3%[57.1 µM],0%,1,0%,-9%,-8,-2%,-15%

# Arranged by the number under TrxR1 substrate (falling): three of the compounds above
Molecule | TrxR1 substrate
N#CCn1c(CCl)nc2ccccc2c1=O | 10%
COc1ccc(C(=O)OCC(=O)NC2CC2)cc1S(=O)(=O)Nc1ccc(C)cc1 | -7%
O=C(O)c1cc([N+](=O)[O-])ccc1Nc1ccccc1 | -15%

# Other entries.
SMILES,RXFP1 ag,TrxR1 substrate,mIDH1 inhibitor,PI4K2A inh,Vif-A3G inh,Vif-APOBEC3F blk,LDHA block,GRP78 ERSR act,USP1 inh
O=S1(=O)CC(O)C(Nc2ccccc2Cl)C1 (stereo not drawn),-0.9%,1%,8%,3,2%,2%,-5,-1%,-14%
CCN(CC)CCNC(=O)C1c2cc(OC)c(OC)cc2C(=O)N(C)C1c1cccs1 (stereo not drawn),0.4%,6%[57.1 µM],1%,13,1%,23%,-1,-3%,-13%
CCCCc1ccc(NC(=S)Nc2ccc(Nc3ccc(OC)cc3)cc2)cc1,0.2%,-5%,4%,-5,-6%,-11%,-1,3%,-2%
Cc1csc(NC(=O)c2cc3ccccc3o2)n1,-1.1%,-10%,0%,-15,-11%,3%,-9,-11%,-21%
CN(CC(=O)N/N=C/c1ccc(F)cc1)S(=O)(=O)c1ccccc1,nt,nt,1%,-1,-1%,-9%,-17,0%,-3%
Nc1ccc2c(c1)C1(CCC2)NC(=O)NC1=O (stereo not drawn),nt,nt,0%,-5,1%,2%,0,-4%,-19%
COc1ccc(C(=O)CN(Cc2ccccc2)C2=NCCS2)cc1,0.7%,10%[57.1 µM],-2%,4,0%,-19%,-6,-3%,-13%
O=C(/C=C/c1ccc2c(c1)OCO2)NCCS(=O)(=O)N1CCN(c2ccc(F)cc2)CC1,0.9%,23%,7%,2,-12%,4%,-3,-4%,-7%
CC(OC(=O)c1cc2ccccc2[nH]1)C(=O)N(C)c1ccccc1 (stereo not drawn),nt,13%,5%,6,4%,-11%,-1,-3%,-11%
Cc1cc(=O)[nH]c(Nc2ccc(C(=O)OC(C)C)cc2)n1,1.2%,9%[57.1 µM],2%,-6,-3%,4%,-6,-1%,-12%

# Single values from the results shown.
# `Cc1ccc(SCc2cn3c(C)cc(C)nc3n2)cc1` in GRP78 ERSR act is listed with 6%
# `Cc1cc(C)cc(N2C(=O)CC(Sc3ccccc3C(=O)O)C2=O)c1` (stereo not drawn) in GRP78 ERSR act is listed with -5%
# `O=C(NC(=S)NCc1nc2ccccc2[nH]1)c1ccccc1F` in Vif-APOBEC3F blk is listed with -6%
# `CC1=Nc2cc(C(=O)NCc3ccco3)ccc2Sc2ccc(C)cc21` in TrxR1 substrate is listed with -10%
